# TRHR agonist: activates the human TRH receptor; P34981; TRHR cells, calcium flux fluo-8, FDSS agonist mode; activation, % at 2 µM; hit rate 0.18% among 360,000; AID 493084; in the data active means activation above about 30%; further: 0% is about no effect
#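 In this calcium-flux screen, cells bearing human TRHR are dye-loaded with fluo-8, baselined for 10 cycles, then exposed to library compounds; positive kinetic calcium responses during the agonist phase mark hits, with TRH as control.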
# Pol kappa inh: DNA polymerase kappa (human) inhibition. Q9UBT6. purified Pol kappa, fluorescent DNA synthesis assay, 10 min. Potency, µM (titrated, usually from 107 µM), for the others: at the top dose activity, negative = inhibition, actives largely listed as inhibitors. hit rate 0.53% among 400,000. AID 588579; further: potency means the concentration at half of the fitted maximal effect; on the % scale 0 is the no-effect control and ±100 the full control effect
# Target sequence (Q9UBT6 whole entry, looked up): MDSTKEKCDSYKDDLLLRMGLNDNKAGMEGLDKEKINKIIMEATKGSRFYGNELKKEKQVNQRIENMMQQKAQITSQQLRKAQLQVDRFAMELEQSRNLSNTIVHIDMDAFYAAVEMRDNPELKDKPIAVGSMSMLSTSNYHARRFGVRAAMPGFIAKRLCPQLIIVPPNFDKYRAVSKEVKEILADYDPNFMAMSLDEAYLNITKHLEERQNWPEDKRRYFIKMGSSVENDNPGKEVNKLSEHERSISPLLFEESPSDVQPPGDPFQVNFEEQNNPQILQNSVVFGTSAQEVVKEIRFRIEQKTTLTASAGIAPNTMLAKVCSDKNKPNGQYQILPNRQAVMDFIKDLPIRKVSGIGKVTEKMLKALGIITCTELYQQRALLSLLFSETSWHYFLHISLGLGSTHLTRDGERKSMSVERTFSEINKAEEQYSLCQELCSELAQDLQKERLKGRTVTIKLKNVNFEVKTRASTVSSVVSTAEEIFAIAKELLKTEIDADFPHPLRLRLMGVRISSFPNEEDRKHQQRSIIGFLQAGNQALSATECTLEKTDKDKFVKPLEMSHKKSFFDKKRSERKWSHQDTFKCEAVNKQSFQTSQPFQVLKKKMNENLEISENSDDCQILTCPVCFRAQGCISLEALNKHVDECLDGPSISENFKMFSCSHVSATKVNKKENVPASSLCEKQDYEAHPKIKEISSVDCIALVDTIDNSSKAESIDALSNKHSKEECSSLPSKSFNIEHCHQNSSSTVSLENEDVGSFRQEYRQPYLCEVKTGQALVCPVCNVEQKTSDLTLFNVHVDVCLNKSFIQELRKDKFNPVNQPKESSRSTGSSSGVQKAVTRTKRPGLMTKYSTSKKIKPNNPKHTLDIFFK
#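 Readout: fluorescence, taken kinetically at 0 and 10 min. Conditions: 10 nM Pol kappa, 15 min RT compound preincubation, 50 nM substrate final. Controls: enzyme-free buffer wells.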
# ERG Ets-DNA blk: blocks human ERG Ets domain binding to DNA; fluorescence polarization, His-ERG Ets domain / labelled DNA; P11308; AID 624246; Potency, µM (titrated, usually from 76.9 µM), for the others: at the top dose FP activity, negative = inhibition, actives largely listed as inhibitors; hit rate 0.028% among 370,000; active means well fitted inhibition curve with a large enough effect in the polarisation, with a control signal flat; inconclusive means small, poorly fitted or top-dose-only effect, or effect the other way, or a change in a side signal; inactive means no such curve, though single readings can be large or run the other way; the % refers to the polarisation;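 further: polarization taken with two DNA probes labelled with fluorescein and Texas red; potency means the concentration at half of the fitted maximal effect; % of control where 0% means no effect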
#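 His-tagged ERG Ets domain (1 uM in the protein solution; 300mM KCl, 50mM Tris-HCl, 1mM EDTA, 1mM DTT, pH 7.5) received compound, then a probe mix of 5 nM fluorescein-DNA and 100nM Texas-615-DNA. Fluorescence polarization was read for both dyes.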
# APE1 inh: APE1 (human) endonuclease inhibition; recombinant APE1, TAMRA/BHQ-2 abasic DNA cleavage fluorescence; AID 2517; Potency, µM (doses to about 65.8 µM), without a hit: at the highest dose activity change, negative = inhibition, most hits filed as inhibitors; hit rate 0.35% among 350,000;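 further: potency means the concentration at half of the fitted maximal effect; plate controls were vehicle for no effect and reference inhibitor for full effect; nearly all actives have a fitted effect of over 55% in size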
#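 APE1 at 0.75 nM preincubated 15 min at room temperature with compound. Reaction then started with 50 nM double-stranded THF-abasic substrate labelled with TAMRA/BHQ-2, and 525/598 nm fluorescence read kinetically. Activity taken as third-minus-first read difference, normalized to DMSO and NSC13755 controls.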
# ALOX12 inh: blocks human arachidonate 12S-lipoxygenase; purified 12hLO, xylenol orange hydroperoxide absorbance; P18054; Potency, µM (series often up to 108 µM), for inactives: at the top dose activity change, negative = inhibition, usual class: inhibitors; AID 1671190; hit rate 1.1% among 580,000; further: potency means the concentration at half of the fitted maximal effect; on the % scale 0 is the no-effect control and ±100 the full control effect
#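 Hydroperoxide product was detected by ferrous iron/xylenol orange as the 573 to 405 nm absorbance ratio. Arachidonic acid at 40 uM (final) was turned over for 30 min at room temperature by 150 nM human 12hLO, pH 7.0 Hepes buffer, after 15 min compound preincubation.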
# POLI inh: blocks human DNA polymerase iota activity; Q9UNA4; hit rate 1% among 390,000; Potency, µM (highest dose often 115 µM), for the others: at the top dose activity, negative = inhibition, most hits filed as inhibitors; Pol iota fluorescent replication assay, 10 min; AID 588590; further: potency means the concentration at half of the fitted maximal effect
#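 Fluorescent replication assay read twice, at 0 min and 10 min after adding 50 nM (final) substrate. Enzyme (10 nM) and compounds were first incubated 15 min at room temperature; enzyme-free buffer wells were negative controls.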
# BLM helicase inh: blocks DNA unwinding by human BLM helicase; recombinant BLM DNA unwinding, fluorescence dequenching; Potency, µM (series often up to 56.1 µM), for the others: top-dose activity change, negative = inhibition, actives largely listed as inhibitors; AID 2528; hit rate 0.2% among 350,000; P54132;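 further: potency means the concentration at half of the fitted maximal effect; plate controls were vehicle for no effect and no enzyme for full effect; nearly all actives have a fitted effect of over 35% in size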
# POLB inh: DNA polymerase beta (human) inhibition. P06746. Pol beta primer extension/strand displacement, fluorescence kinetic. Potency, µM (highest dose often 114 µM), for inactives: at the top dose activity change, negative = inhibition, usual class: inhibitors. hit rate 1.3% among 340,000. AID 485314; further: potency means the concentration at half of the fitted maximal effect; on the % scale 0 is the no-effect control and ±100 the full control effect
#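 Human Pol beta at 10 nM; strand-displacement substrate 50 nM final. Compound exposure 15 min at room temperature before start, reaction 10 min at room temperature.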
# Anesthetic bind: candidate novel general anesthetic via apoferritin binding; hit rate 0.074% among 350,000; apoferritin/1-aminoanthracene competitive binding, fluorescence; Potency, µM (series often up to 77.5 µM), without a hit: at the top dose activity change, negative = displacement, hits mostly inhibitors; AID 485281; further: potency means the concentration at half of the fitted maximal effect; on the % scale 0 is the no-effect control and ±100 the full control effect; nearly all actives have a fitted effect of over 20% in size
# Target sequence (P02791 2-175 limits assumed): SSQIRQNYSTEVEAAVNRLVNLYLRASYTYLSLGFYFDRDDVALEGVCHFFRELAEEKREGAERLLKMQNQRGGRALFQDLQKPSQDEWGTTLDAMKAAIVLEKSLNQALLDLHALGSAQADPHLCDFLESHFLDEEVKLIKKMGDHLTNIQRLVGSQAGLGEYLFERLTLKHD
#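 Apoferritin-based anesthetic binding model; compound displacement of fluorescent 1-AMA measured as endpoint fluorescence after 10 minutes at room temperature, scaled to free-ligand and complex controls.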
# * marks the source's active call; other numbers are inactive results; ? = inconclusive; · = no result given; & = joins results of further samples; [ ] = remark or other dose. Unless noted, the call rests on the fitted dose curve; in most records, active means well fitted curve in the direction sought with a large enough effect; inconclusive means small, poorly fitted or top-dose-only effect, or another doubt; inactive means no such curve, though single readings can be large; an effect the other way counts as inactive or inconclusive.
SMILES,TRHR agonist,Pol kappa inh,ERG Ets-DNA blk,APE1 inh,ALOX12 inh,POLI inh,BLM helicase inh,POLB inh,Anesthetic bind
COc1ccc(C2=C(N3CCN(c4cccc(C)c4C)CC3)c3ccccc3C2=O)cc1,-0.2,-25%,3%,·,-22%,?,-7%,-11%,-6%
CC(=O)Nc1c(C(=O)N2CCOCC2)sc2nc3c(cc12)COC(C)(C)C3,0.7,-5%,10%,-8%,25%,26%,1%,-1%,-7%
CN(Cc1c(C(=O)N2CCCCCCC2)nc2ccc(Cl)cn12)C1CCOC1 (stereo not drawn),0.3,-1%,-11%,19%,14%,22%,-1%,44%,-9%
Cn1cnnc1SCC(=O)Nc1ccccc1,1.2,5%,5%,10%,6%[57.4 µM],15%,7%,10%,9%
CCn1c(=O)c2cc(C(=O)N3CCN(C)CC3)sc2c2ccccc21,-0.1,-12%,-9%,-1%,-7%,20%,20%,-24%,2%
COCCNc1nc(C)cc(-c2cc(C(=O)NC3CCCC3)on2)n1,-0.4,7%,4%,-2%,-6%,28%,0%,-28%,-9%
Cc1ccc(-n2ncc3c2CC(C)(C)CC3NC(=O)c2ccc[n+]([O-])c2)cc1 (stereo not drawn),0.7,-3%,-15%,25%,-5%,21%,-5%,16%,-10%
COc1cccc(NC(=O)c2c(F)cccc2F)c1,0.2,2%,9%,14%,11%&14%,17%,·,·,·
COC(=O)NC1c2ccccc2Oc2ccc(C)cc21 (stereo not drawn),-0.5,-9%,-3%,21%,-5%,8%,-6%,-1%,-1%
C=CCSc1nc2c(cnn2-c2ccc(C)c(C)c2)c(=O)[nH]1,0.3,-2%,-8%,10%,7%,26%,-8%,20%,-8%
Cc1cc(/C=N/NC(=O)c2ccncc2)c(C)n1-c1ccccc1,-1.0,-18%,-9%,-5%,4%,11%,2%,9%,-11%
O=C(NCc1ccccc1)c1cc2ccccc2o1,0.5&-0.2,-3%[60.1 µM],0%&8%,7%,-22%,26%&-8%,-4%&-12%,-14%&0%,-14%&-14%

# Brought forward from above: four entries, followed by the next part.
SMILES,TRHR agonist,Pol kappa inh,ERG Ets-DNA blk,APE1 inh,ALOX12 inh,POLI inh,BLM helicase inh,POLB inh,Anesthetic bind
COC(=O)NC1c2ccccc2Oc2ccc(C)cc21 (stereo not drawn),-0.5,-9%,-3%,21%,-5%,8%,-6%,-1%,-1%
C=CCSc1nc2c(cnn2-c2ccc(C)c(C)c2)c(=O)[nH]1,0.3,-2%,-8%,10%,7%,26%,-8%,20%,-8%
Cc1cc(/C=N/NC(=O)c2ccncc2)c(C)n1-c1ccccc1,-1.0,-18%,-9%,-5%,4%,11%,2%,9%,-11%
O=C(NCc1ccccc1)c1cc2ccccc2o1,0.5&-0.2,-3%[60.1 µM],0%&8%,7%,-22%,26%&-8%,-4%&-12%,-14%&0%,-14%&-14%
OCC#CCSc1nnc(-c2ccc(Br)cc2)o1,-0.3,1%,-2%,2%,?,-1%,2%,15%,-3%
COc1ccc(CC(=O)N2N=C(C)CC2(O)C(F)(F)F)cc1 (stereo not drawn),0.1,3%,-10%,3%,33%[activator],44%[activator],1%,8%,-9%
Cc1cc(C)cc(N2C(=O)CCSC23C(=O)N(Cc2ccccc2)c2ccccc23)c1 (stereo not drawn),-0.9,-27%,3%,·,-7%,-16%,-1%,29%,0%
COc1ccc(CCNC(=O)C2CCN(C(=O)c3ccc(OC)c(OC)c3)CC2)cc1,0.8,-11%,-4%,26%,11%,52%[activator],-1%,40%,3%
O=C(O)CSc1cc(NS(=O)(=O)c2ccc(Br)cc2)c2ccccc2c1O,-0.7,89µM*,-2%,2%,?,7.1µM*,?,89µM*,-8%
COc1ccc(-c2noc(=O)n2Cc2ccc(F)cc2Cl)cc1,1.0,-9%,0%,34%[activator],37%[activator],156%[activator],-4%,4%,-7%
COc1ccc(NC(=O)c2oc3ccccc3c2NC(=O)c2cc3ccccc3o2)cc1,0.3,-7%,0%,·,-15%,19%,-2%,1%,-7%
COc1cccc(OCC(=O)NNC(=O)c2ccc3ccccc3c2)c1,-0.9,6%,1%,19%,8%,17%,-8%,-22%,-12%
O=C(COC(=O)c1cc(S(=O)(=O)N2CCOCC2)ccc1Cl)NCc1ccc2c(c1)OCO2,-0.6,-14%,-7%,-20%,25%,-13%,·,·,·
O=C(Nc1ccc(Cl)cc1C(F)(F)F)C(Sc1cccc[n+]1[O-])c1ccccc1 (stereo not drawn),-0.1,0%,5%,17%,-22%,130%[activator],0%,38%[activator],-14%
COc1ccccc1NC(=O)Cc1noc(CSc2nnc(N)s2)n1,-0.6,-7%,0%,1%,135%[activator],19%,-4%,12%,-9%
Cn1c(=O)c(=O)n(C)c2cc(S(=O)(=O)NCc3ccc(Cl)cc3)ccc21,0.3,0%,6%,1%,2%,33%[activator],-1%,-1%,1%
C=CCn1c(O)c(N=NC(=O)OCC)c2ccccc21,-0.7,2%,7%,1%,-13%,4%,2%,13%,-16%
CCOC(=O)C1CCCN(C(=O)c2sc3nc(C)nc(N(CC)CC)c3c2C)C1 (stereo not drawn),0.0,2%,0%,3%,9%,7%[58.9 µM],2%,5%,-9%
CC1CCN(S(=O)(=O)c2ccc(S(=O)(=O)N3CCC4(CC3)OCCO4)cc2)CC1,-0.2,-9%,·,-1%,-2%,3%,4%,15%,-6%
CC(CN1C(C)CCCC1C)OC(=O)c1cccc(Br)c1 (stereo not drawn),0.4,-17%,12%,42%,0%,22%,0%,-3%,3%
Cc1ccc(CNC(=O)CCNC(=O)Cn2ccc3ccccc3c2=O)o1,-0.2,-8%,10%,-2%,0%,29%,1%,0%,-8%
O=C(Cn1nc(-c2ccccc2)c2ccccc2c1=O)NN1CCOCC1,0.0,6%,-1%,0%,113%[activator],-10%,-1%,-13%,1%
O=C(NCc1ccccc1F)c1ccc(CN2CC(=O)N3CCCCC3C2=O)cc1 (stereo not drawn),-0.8,0%,6%,·,-15%,-15%,1%,17%,29%
CN(c1ccccc1)S(=O)(=O)c1cc(C(=O)NCCCn2ccnc2)ccc1Cl,0.1,-6%,-2%,13%,179%[activator],10%,·,·,·
COc1ccc(-c2c3c(=O)n(C)c(=O)n(C)c3c3c(C)nc4ccccc4n23)cc1,-0.9,-13%,6%,·,?,2%,-1%,-28%,49%[activator]
Nc1nc2c(s1)C(=O)CC(c1ccccc1)C2 (stereo not drawn),0.0,1%,-2%,0%,368%[activator],-6%,-2%,-1%,-9%
CCOC(=O)Cn1nc(Cc2ccccc2)c2ccccc2c1=O,-0.5,4%,5%,-1%,-16%,?,0%,15%,-20%
COc1cc(/C=C/C(=O)NCc2nc3ccccc3[nH]2)cc(OC)c1OC,-0.4,-4%,2%,-1%,13%,-2%,-3%,10%,-11%
CC1CCN(C(=O)CSc2nc(C3CC3)nc3ccccc23)CC1,-1.0,-2%,7%,76%[activator][12.4 µM],-10%,14%,1%,0%,-7%
Cc1nnc(Sc2c(N)n(C)c(=O)[nH]c2=O)s1,0.6,1%,3%,6%,26%,7%,-3%,-2%,-1%
CC(C)(C)Nc1nc(Cl)nc(NC2CCCCC2)n1,0.0,-8%,1%,33%,-28%,35%[activator],-4%,1%,-4%
CN1CCCC1CCOC(C)(c1ccccc1)c1ccc(Cl)cc1 (stereo not drawn),·,?,0%,1%,-9%,?,·,14%[57.1 µM],·
CCCCN(CCCC)CCCNC(=O)CN1C(=O)COc2ccc(S(=O)(=O)N3CCC(C)CC3)cc21,-0.5,-4%,0%,-5%,?,2%,2%,3%,1%
O=C(NNC(=S)NC(=O)C12CC3CC(CC(C3)C1)C2)c1ccncc1,36*,-5%,·,13%,4%,49%[activator],-3%,10%,-4%
COC(=O)c1cc(OC)c(OC)cc1NC(=O)C(C)Sc1ccc(C)cc1 (stereo not drawn),0.8,-10%,·,-4%,-1%,1%,-13%,-18%,-3%
Nc1nnc(CSCc2cccc(Br)c2)s1,0.7,-13%,22%,-4%,12%,-12%,-2%,-1%,?
CCCc1cc(=O)oc2cc(OCC(=O)N3C[C@H]4C[C@@H](C3)c3cccc(=O)n3C4)c(Cl)cc12,0.3,-1%,8%,-1%,30%[activator],3%,0%,31%,-12%
COc1ccc2cnnc(SCC(=O)Nc3ccc(C(C)=O)cc3)c2c1OC,-0.4,-4%,-16%,?,9%,18%,8%,58%,-6%
CCC1CCCCN1C(=O)Cn1c(=O)n(-c2ccccc2C(F)(F)F)c(=O)c2c(C)c(C(=O)N(C)C)sc21 (stereo not drawn),0.0,1%[60.1 µM],-3%,·,-9%,32%[activator],-1%,23%,-10%
CC(=O)Nc1cccc(NS(=O)(=O)c2cc3c4c(c2)CCN4C(=O)CC3)c1,0.0,-1%,-1%,-13%,-12%,5%,·,·,·
O=S(=O)(Nc1ccc(-c2ccc(N3CCCC3)nn2)cc1)c1ccc(C(F)(F)F)cc1,0.4,-8%[60.1 µM],-1%,·,-6%,4%,-5%,2%,-13%
COc1ccc(-c2cc(C(=O)NCC3CCCO3)on2)cc1OC (stereo not drawn),-0.1,4%,4%,5%,-30%,44%[activator],1%,19%,-1%
Cc1nc(C)c(C(=O)OCC(=O)N(C)c2ccccc2)s1,-0.1,-14%,-1%,20%,?,55%[activator],·,·,·
COc1ccc(N=Cc2nc(-c3ccccc3)oc2OC(=O)c2ccccc2)cc1,-0.3,1%,0%,-6%,-10%,27%,-3%,24%,3%
CC(C)CN(C(=O)CN1C(=O)C2CCCCC2C1=O)c1c(N)n(Cc2ccccc2)c(=O)[nH]c1=O (stereo not drawn),0.2,0%,1%,9%,61%[activator],20%,3%,31%,-13%

# The list is partial (hit frequency here may not be typical).
